NCI-60 one-dose screen, 48 h, at 10 µM unless noted. Numbers give growth in % (100 = growth as untreated, 0 = no growth, -100 = all killed).
HS 578T: HS 578T breast cancer; actives 4.1% (n = 78,000); AID 1794788
LOX IMVI: LOX IMVI melanoma; actives 7.4% (n = 79,000); AID 1794757
BT-549: BT-549 breast cancer | actives 4.4% (n = 78,000)
T-47D: T-47D breast cancer; actives 5% (n = 79,000); AID 1794792
K-562: K-562 leukemia; AID 1794777; actives 7.4% (n = 78,000)
MDA-MB-231: MDA-MB-231 breast cancer | actives 5% (n = 81,000) | AID 1794789
MDA-MB-468: MDA-MB-468 breast cancer; actives 8.5% (n = 78,000)
MCF7: MCF7 breast cancer | actives 6.3% (n = 82,000)
* marks the source's active call; other numbers are inactive results; x = not tested or not shown; & = joins results of further samples; [ ] = dose if it differs, or a comment. Rule for the calls: active = growth percent below 10; inactive = the rest.

SMILES	HS 578T	LOX IMVI	BT-549	T-47D	K-562	MDA-MB-231	MDA-MB-468	MCF7
O=C1Nc2ccc(Br)cc2/C1=N/c1nc(-c2ccccc2)cs1	90.3	92.0	73.2	58.9	82.4	77.0	99.8	67.4
O=C1OC(O)c2cccc3cccc1c23 (stereo not drawn)	95.3&84.6	95.0&90.0	120.4&104.4	96.8&107.5	90.2&94.6	114.1&114.5	104.2&92.4	91.2&91.9
CSc1nn2c(-c3sc4nc5ccccc5n4c3C)ccnc2c1C#N	109.1	102.2	103.5	93.9	98.1	100.6	101.6	90.2
OC1CNc2c(ccc3ccccc23)C1 (stereo not drawn)	91.8	86.6	84.4	115.2	106.8	94.8	110.4	94.6
N#Cc1ccccc1-c1ccc(CN2C(=O)S/C(=C\c3ccc(Br)cc3)C2=O)cc1	92.3	100.5	95.9	85.3	93.8	95.9	111.9	95.0
COc1ccc2cc(C(=O)/C=C/N3CCOCC3)ccc2c1	67.4	71.5	59.5	36.5	x	90.8	103.1	57.2
Nc1c2c(=O)n3c(nc2nn1-c1ccccc1)-c1ccccc1Sc1ccccc1-3	99.3	91.5	91.1	78.8	76.0	82.9	111.1	86.8
O=C(O)C(Cc1ccc(O)cc1)N1C(=O)c2ccccc2C1=O (stereo not drawn)	107.1	95.3	95.7	87.5	94.6	110.5	90.8	96.5
COc1ccc(-n2cc(-c3cc(OC)c(OC)c(OC)c3)n(C(C)=O)c2=O)cc1OC	104.1	88.7	102.6	77.7	92.9	84.1	x	100.6
Cc1cccc(NC(=O)c2ccccc2)c1	120.8	110.9	104.9	99.2	97.5	105.2	122.1	93.3
COc1cccc(C(=O)c2ccccc2C(=O)O)c1	104.9	98.8	101.7	99.8	x	98.2	100.5	95.9
Cc1cnc(SCc2ccc(Cl)cc2Cl)[nH]c1=O	102.5	103.6	81.7	88.6	95.6	97.2	85.5	94.5
CC1=Nc2cccc3cccc(c23)N=C(C)C1	123.0	99.9	x	105.9	111.9	94.9	120.0	127.3
COc1ccc(OC)c(Nc2ncccc2C(=O)NCc2cn(Cc3cccc(Oc4ccccc4)c3)nn2)c1	87.0	90.0	96.4	67.8	68.7	67.9	56.3	42.5
N#Cc1cc([C@@H]2Nc3cc4c(cc3[C@H]3C5CCC(C5)[C@@H]23)C(=O)NC4)ccc1F (stereo partly drawn)	97.9	86.1	105.5	86.9	81.9	78.6	x	89.7
CCOc1cccc(Cl)n1	107.6	111.5	104.3	99.6	103.8	112.5	x	96.1
N=C(N)c1ccc(OCCCOc2ccc(C(=N)N)cc2Br)c(Br)c1	100.6	89.4	61.2	89.7	58.5	105.0	60.5	48.1
Cc1nc(CSc2ccccc2C(=O)Nc2cccc(-c3nnco3)c2)no1	95.4	74.0	x	79.4	85.6	89.9	109.5	78.3
Cc1cccc2c1NC(=O)[C@@]21[C@H](C(=O)c2ccccc2)[C@]2(C(=O)Nc3ccccc32)[C@H]2CCCN21	16.0[100 µM]	x	10.4[100 µM]	32.6[100 µM]	30.4[100 µM]	14.5[100 µM]	22.2[100 µM]	-4.8*[100 µM]
COc1cc(-c2nc3ccc(C(=O)NN4C(=O)c5ccc(C(=O)O)cc5C4=O)cc3[nH]2)cc(OC)c1OC	x	x	101.2	91.9	100.1	x	97.3	95.5
Nc1nc(Nc2ccccc2)c2cc[nH]c(=O)c2n1	108.0	97.5	98.3	85.0	98.7	107.0	126.0	80.8
O=C(O)/C=C/c1cn(-c2ccccc2)nc1-c1ccc(Cl)cc1	83.5	91.5	97.3	85.0	83.0	87.5	102.2	77.5
CC(O)(c1ccc(Cl)cc1)C(c1ccccc1)c1ccccn1 (stereo not drawn)	x	90.0	96.5	108.5	104.5	99.4	98.7	117.2
O=c1[nH]c(-c2csc(-c3cccs3)n2)cc2ccccc12	119.4	106.1	109.0	91.2	101.8	99.0	91.6	80.0
COc1ccc(-c2cn3ccnc3c(-c3ccc(OC)cc3)n2)cc1	79.2	93.1	84.7	80.7	91.5	83.0	95.4	90.2
COc1ccc(-c2nnc(Nc3ccc(C)cc3)o2)cc1	110.8	102.6	102.6	85.3	94.2	104.3	105.3	84.0
COc1ccc(/C=C/c2cc(N3CCOCC3)c3cc(Cl)c(Cl)cc3n2)cc1OC	110.3	78.7	96.4	99.1	80.5	106.9	89.1	81.3
O=C(CN1CCN(c2cc3c(cc2F)c(=O)c(C(=O)O)cn3C2CC2)CC1)N/N=C/c1cc2ccccc2[nH]1	96.7	63.4	88.3	74.5	83.7	71.8	88.1	83.9
O=C1CSC(/C=C/c2ccccc2)N1c1nnc(Cn2cnnc2)o1 (stereo not drawn)	105.1	96.0	120.9	103.1	94.4	94.7	103.2	91.6
N#CCCC(CCC#N)(CCC#N)C(=O)c1ccccc1	105.5&97.6	101.3&101.1	98.3	95.7	105.5&105.3	91.6&100.3	117.5&107.5	98.0&102.6
COc1cc(C(=O)/C=C/c2c(-c3cccs3)nc3sccn23)cc(OC)c1OC	-9.3*	-68.5*	5.8*	-1.9*	15.4	7.1*	-49.5*	11.0
Cc1ccc(NC(=O)c2sc3nc(-c4cnccn4)cc(-c4cccs4)c3c2N)cc1	108.5	108.0	111.4	97.7	88.3	97.8	98.5	87.1
Cc1cc(O)c(/C=N/C(=S)Nc2ccccc2)c(=O)o1	109.4	92.0	101.6	97.5	97.7	109.8	113.4	95.6
NNC(=S)NC1CCCCC1	x	104.3	114.3	80.0	67.5	120.9	88.3	98.8
O=C(Nc1cccc([N+](=O)[O-])c1)N1CCCC1	100.5	103.9	102.4	97.4	100.8	104.0	101.6	97.3
COc1ccc2c(c1)sc1nc(-c3c[nH]c4ccccc34)c(Nc3ccccc3)n12	91.6	94.2	92.0	90.4	100.1	99.5	98.2	73.3
O=C(O)/C=C\C(=O)Nc1cccc(Cl)c1	94.1	111.7	88.6	95.9	96.3	117.8	117.4	100.9
CS(=O)(=O)c1ccc2c(c1)c1c(n2Cc2ccc(Cl)cc2)CCCC1	85.4	81.5	89.0	51.9	32.6	66.1	50.4	72.6
Cc1cccc(C(=O)O)c1[N+](=O)[O-]	114.3	94.3	100.9	91.9	87.8	94.5	110.9	97.7
COC(=O)c1ccc(/C=C(\C#N)c2cc3ccccc3[nH]2)cc1	94.5	95.6	83.3	x	87.0	97.6	109.3	93.0

Sorted by SMILES length (high to low): part of the list above.
SMILES	HS 578T	LOX IMVI	BT-549	T-47D	K-562	MDA-MB-231	MDA-MB-468	MCF7
CS(=O)(=O)c1ccc2c(c1)c1c(n2Cc2ccc(Cl)cc2)CCCC1	85.4	81.5	89.0	51.9	32.6	66.1	50.4	72.6
Cc1cc(O)c(/C=N/C(=S)Nc2ccccc2)c(=O)o1	109.4	92.0	101.6	97.5	97.7	109.8	113.4	95.6
Cc1cccc(C(=O)O)c1[N+](=O)[O-]	114.3	94.3	100.9	91.9	87.8	94.5	110.9	97.7

Back to the main list, starting two compounds before the break.
SMILES	HS 578T	LOX IMVI	BT-549	T-47D	K-562	MDA-MB-231	MDA-MB-468	MCF7
Cc1cccc(C(=O)O)c1[N+](=O)[O-]	114.3	94.3	100.9	91.9	87.8	94.5	110.9	97.7
COC(=O)c1ccc(/C=C(\C#N)c2cc3ccccc3[nH]2)cc1	94.5	95.6	83.3	x	87.0	97.6	109.3	93.0
Nc1cc2ccc(S(=O)(=O)O)cc2cc1S(=O)(=O)O	100.0	104.3&95.4	102.0	111.5&104.3	108.5&105.4	97.8&101.1	110.3&117.2	102.3&120.1
O=C(CN1CCCCC1)Nc1cccc(-c2cc3ccccc3[nH]2)c1	90.2	75.6	93.6	85.5	15.0	45.9	99.9	83.4
CCCCN1C(=O)/C(=c2\sc3n(c2=O)NC2C(N=3)N(CC)C(=O)N2CC)c2ccccc21 (stereo not drawn)	40.2	47.6	73.4	18.7	14.6	34.6	14.3	25.0
CCc1ccc(-c2cc(-c3ccc(Cl)cc3)n(-c3ccc(S(N)(=O)=O)cc3)n2)cc1	110.2	98.8	111.5	69.2	78.7	98.6	114.3	85.4
O=[N+]([O-])c1ccc(-c2cs/c(=N/N=C\c3ccc(Br)cc3)n2/N=C/c2ccc(Br)cc2)cc1	101.2	103.0	109.0	103.1	x	93.8	115.3	106.1
CC1CCC(=O)N1C (stereo not drawn)	120.4	101.9	132.8	105.3	103.4	111.2	107.0	99.2
Cc1cc(O)c(C2=NN(c3ccc(S(N)(=O)=O)cc3)C(c3ccccc3O)C2)cc1Cl (stereo not drawn)	8.3*	-89.6*	99.7	21.6	-36.6*	4.2*	17.2	7.9*
O=C(Cc1ccc(/C=C/C(=O)c2ccccc2O)cc1)Nc1ccccc1	99.6	74.6	68.9	53.6	67.7	93.3	76.6	63.3
CCCCCCCCc1cc(Cl)c(O)c(Cl)c1	98.7	95.6	115.9	100.6	103.7	102.8	118.6	118.2
COc1ccc(S(=O)(=O)NNS(=O)(=O)c2ccc(OC)c(OC)c2)cc1OC	97.8	89.5	122.5	98.3	108.8	99.8	92.4	100.3
CN1C(=O)N(C)C2C1NN=c1s/c(=C\c3ccc(Br)cc3)c(=O)n12 (stereo not drawn)	11.6	35.8	50.8	28.7	10.7	66.1	10.8	13.4
Nc1nc(N)nc(NCc2ccccc2)n1	120.1	101.1	106.5	98.2	89.3	107.7	113.7	95.8
COc1cc2cc(Oc3ccc(NC(=O)c4ccc(Br)c(C)c4)cc3)c(C)nc2cc1OC	82.5	96.5	88.3	101.5	48.7	82.4	66.7	86.0
Cc1nnc2c3nnnn3c3ccccc3n12	123.3	92.4	88.8	98.5	87.4	108.6	106.3	94.4
CCOC(=O)c1c(C)nc2c(c1N)CC(=O)N2CCc1ccccc1	41.1	9.2*	-17.1*	53.9	11.7	31.8	44.0	11.8
CC(C)C(=O)N(C(C)C)C(C)C	95.9	101.9	109.9	97.8	99.2	102.6	111.3	96.4
COc1cc(-c2cc(-c3cc(OC)c(OC)c(OC)c3)nc3nc(N)[nH]c(=O)c23)ccc1Oc1ccnc2cc(Cl)ccc12	36.3	27.8	34.9	30.3	10.6	36.7	15.9	17.4
CC(=O)OCC(=O)C1CCC=CC1OC(C)=O (stereo not drawn)	109.8	96.1	103.3	87.8	98.9	109.1	85.6	104.7
COc1ccc(Oc2ccccc2C(=O)O)cc1	94.9	90.3	94.4	87.6	109.7	94.3	102.4	107.4
COc1ccc2nc3cc(Cl)ccc3c(N3CCN(c4ccnc(N5CCN(C)CC5)n4)CC3)c2c1	106.4	-62.5*	55.5	-26.1*	-36.1*	28.3	-51.9*	-55.8*

Single values from the results shown:
MDA-MB-231, `Cc1nnc2c3nnnn3c3ccccc3n12` : 108.6
K-562, `CC(=O)OCC(=O)C1CCC=CC1OC(C)=O` (stereo not drawn) : 98.9
MDA-MB-468, `CCOC(=O)c1c(C)nc2c(c1N)CC(=O)N2CCc1ccccc1` : 44.0
HS 578T, `CN1C(=O)N(C)C2C1NN=c1s/c(=C\c3ccc(Br)cc3)c(=O)n12` (stereo not drawn) : 11.6

Carrying on.
SMILES	HS 578T	LOX IMVI	BT-549	T-47D	K-562	MDA-MB-231	MDA-MB-468	MCF7
Cc1cc2nc3cc(C)c(N)cc3[n+](-c3ccccc3)c2cc1N	59.2	67.0	18.5	14.0	32.4	90.3	2.5*	32.7
O=S(=O)(NCCCNc1nccc(-c2cn(-c3ccccc3)nc2-c2ccc(Cl)c(O)c2)n1)c1ccc(Cl)cc1	66.0	61.1	79.2	72.6	55.4	69.9	64.8	62.6
COc1cccc(CCC(=O)c2cc3c(N)c(C(=O)Nc4cccc(Cl)c4C)sc3nc2C)c1	3.0*	33.1	50.6	28.2	7.5*	16.9	15.1	11.3
COCCN(CC(=O)N(CC(=O)N(CC(=O)O)Cc1ccccc1)CC(C)C)C(=O)CN(CC(=O)O)C(=O)CN	89.4	102.3	x	100.0	101.5	109.7	118.4	94.9
CC(=O)CC(=O)Nc1nccs1	x	96.1	104.4	102.5	119.5	111.4	113.7	99.6
C/C(=C(/C)c1ccc(O)cc1)c1ccc(O)cc1	80.3	93.8	82.7	79.6	63.8	85.2	x	93.5
C(CCCCCCCCCCOC1CCCCC1)CCCCCCCCCOC1CCCCC1	117.6	95.8	107.8	103.0	130.0	120.1	118.8	100.4
O=c1/c(=C/C(Br)=C/c2ccccc2)sc2nc3ccccc3n12	116.3	110.5	120.2	97.9	100.1	103.2	103.1	58.9
N#CC1(C#N)C2=C(CCCC2)NC(c2c(F)cccc2Cl)C1(C#N)C#N (stereo not drawn)	43.4	53.4	60.4	79.7	25.8	87.5	53.0	21.1
N#Cc1ccccc1-c1n[nH]nc1-c1ccccc1	45.0	92.1	88.7	83.5	99.4	69.7	x	98.4

Whole records, quoted from the list. Order of screens: HS 578T	LOX IMVI	BT-549	T-47D	K-562	MDA-MB-231	MDA-MB-468	MCF7
Cc1cc2nc3cc(C)c(N)cc3[n+](-c3ccccc3)c2cc1N in the list: 59.2	67.0	18.5	14.0	32.4	90.3	2.5*	32.7
N#CC1(C#N)C2=C(CCCC2)NC(c2c(F)cccc2Cl)C1(C#N)C#N (stereo not drawn) in the list: 43.4	53.4	60.4	79.7	25.8	87.5	53.0	21.1
O=c1/c(=C/C(Br)=C/c2ccccc2)sc2nc3ccccc3n12 in the list: 116.3	110.5	120.2	97.9	100.1	103.2	103.1	58.9

Other records
SMILES	HS 578T	LOX IMVI	BT-549	T-47D	K-562	MDA-MB-231	MDA-MB-468	MCF7
C#CCOc1ccccc1C(Nc1ccccc1)c1nnnn1C1CCCCC1 (stereo not drawn)	95.2	95.4	108.7	93.0	77.5	96.1	93.7	94.3
CCSc1nc(-c2cccc(Br)c2)c(C#N)c(N2CCCCC2)n1	113.1	99.0	106.7	108.5	121.1	100.2	91.2	99.5
Cc1sc2nc(Cc3nc4ccccc4s3)[nH]c(=O)c2c1C	101.9	92.2	91.7	100.7	109.6	94.0	95.7	92.7
CC(C)C[C@H](NC(=O)CCn1ccc2ccccc2c1=O)B(O)O	63.3	40.6	43.4	27.6	62.7	53.8	6.6*	33.9
CC(C)(C)CCC(Br)CBr (stereo not drawn)	110.9	93.0	109.6	98.1	92.9	100.4	122.0	93.0
CCOC(=O)[C@]1(Br)CC[C@]1(Br)C(=O)OCC	102.2	105.6	86.8	82.9	100.1	104.4	101.5	86.8

Screening results (PubChem BioAssay)
